Ba/F3 V617F tox – reduced viability of JAK2V617F-dependent Ba/F3 cells, primary screen, JAK2V617F inhibitor project, cell-based, Ba/F3 EpoR-JAK2V617F, luminescence; ATP luminescence; inhibition, % at 5.6 µM; 220,000 compounds, 1.1% hits; AID 1446, 2008;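 active = inhibition above the campaign mean plus 3 SD over all tested compounds, cut at about 24% in these data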;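 note: cytokine-independent growth of Ba/F3 cells driven by EpoR plus mutant JAK2; 0% = DMSO-treated cells and 100% = JAK inhibitor I control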
S1P4 antag – S1P4 receptor antagonists, primary screen, cell-based. AID 1510, 2009. inhibition, % at 4.98 µM. 220,000 compounds, 0.26% hits. Sphingosine 1-phosphate receptor 4 (Homo sapiens), O95977. S1P4-expressing cells, antagonist mode, reporter read-out; in the data active = inhibition above about 29%;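 note: 0% = wells stimulated with agonist and 100% = vehicle wells without agonist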
Target sequence (O95977 whole entry, looked up): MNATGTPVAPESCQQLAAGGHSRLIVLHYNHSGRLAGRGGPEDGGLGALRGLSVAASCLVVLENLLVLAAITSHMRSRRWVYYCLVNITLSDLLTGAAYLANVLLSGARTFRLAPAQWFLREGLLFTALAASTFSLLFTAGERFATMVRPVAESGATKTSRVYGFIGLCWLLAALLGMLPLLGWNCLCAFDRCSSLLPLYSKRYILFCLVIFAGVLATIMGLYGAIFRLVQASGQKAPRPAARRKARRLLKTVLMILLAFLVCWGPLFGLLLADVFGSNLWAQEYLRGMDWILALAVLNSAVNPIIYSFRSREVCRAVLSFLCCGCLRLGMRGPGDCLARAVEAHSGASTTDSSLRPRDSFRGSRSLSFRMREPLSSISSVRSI
NPY2 pot ag – NPY-Y2 potentiators or agonists, primary screen, cell-based | activation, % at 3.6 µM | 220,000 compounds, 0.45% hits | cells expressing NPY-Y2, potentiator/agonist read-out | Neuropeptide Y receptor type 2 (Homo sapiens), P49146; in the data active = activation above about 27%;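 note: cells stimulated with NPY near EC25 plus isoproterenol at EC100; 0% = vehicle plus submaximal agonist and 100% = vehicle plus saturating agonist; some results beyond the cut were filed as inactive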
Wee1 degr inh – Wee1 degradation inhibitors, primary screen, cell-based, HeLa, Wee1K328M-luciferase, luminescence. 220,000 compounds, 1.2% hits. AID 1321, 2008. reporter increase, % at 5 µM. HeLa Luc-Wee1K328M stability; 100% = proteasome inhibitor MG132 effect;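 active = activation above the mean of all tested compounds plus 3 SD, set per screening run, cut at about 8.8% in these data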;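 note: cells exposed to compound for 20 h before luminescence read; 0% = DMSO alone and 100% = MG132 at 30 µM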
Target sequence (P30291 whole entry K328M): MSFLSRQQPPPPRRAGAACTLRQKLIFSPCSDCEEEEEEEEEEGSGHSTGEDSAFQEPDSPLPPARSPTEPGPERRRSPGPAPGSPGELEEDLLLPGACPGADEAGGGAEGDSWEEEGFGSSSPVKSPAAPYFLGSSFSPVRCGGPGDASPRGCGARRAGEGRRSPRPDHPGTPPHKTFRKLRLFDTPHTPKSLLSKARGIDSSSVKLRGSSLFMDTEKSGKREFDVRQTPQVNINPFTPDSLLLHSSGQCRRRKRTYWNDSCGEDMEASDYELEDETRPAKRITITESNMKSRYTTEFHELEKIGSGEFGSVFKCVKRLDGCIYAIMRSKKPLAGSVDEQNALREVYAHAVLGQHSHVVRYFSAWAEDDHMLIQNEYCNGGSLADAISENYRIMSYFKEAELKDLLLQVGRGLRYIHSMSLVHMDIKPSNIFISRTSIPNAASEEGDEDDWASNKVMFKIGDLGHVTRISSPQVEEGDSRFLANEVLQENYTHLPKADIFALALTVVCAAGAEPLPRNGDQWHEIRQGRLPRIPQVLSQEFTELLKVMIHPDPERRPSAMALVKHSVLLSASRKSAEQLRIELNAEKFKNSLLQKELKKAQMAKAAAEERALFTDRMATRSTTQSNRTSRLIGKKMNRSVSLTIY
BaF3 parental – parental Ba/F3 cell viability inhibition, counter-screen for JAK2V617F inhibitor project, murine pro-B, CellTiter-Glo luminescence; inhibition, % at 5.6 µM; CellTiter-Glo ATP luminescence; AID 1486, 2009; 220,000 compounds, 1.1% hits;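 active = inhibition above a per-campaign cutoff, the mean inhibition of all tested compounds plus 3 SD, cut at about 27% in these data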;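 note: 0% = DMSO wells and 100% = JAK Inhibitor I control wells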
eIF4E 4G PPI – eIF4E–eIF4G protein interaction inhibitors, primary screen, biochemical, uHTS, TR-FRET, eIF4GI fragment | Eukaryotic translation initiation factor 4E (Mus musculus) + Eukaryotic translation … | TR-FRET eIF4E-eIF4GI(517-606) binding, 2 h | inhibition, % at 21.7 µM | 220,000 compounds, 0.37% hits;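 active = inhibition above about 30%, limit read from the data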;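 note: 0% = full FRET control wells and 100% = background wells lacking eIF4GI fragment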
S1P4 ag – S1P4 receptor agonists, primary screen, cell-based. Sphingosine 1-phosphate receptor 4 (Homo sapiens), O95977. S1P4-expressing cell line, agonist reporter assay. activation, % at 4.98 µM. 220,000 compounds, 0.35% hits. AID 1509, 2009; in the data active = activation above about 11%;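 note: 0% = DMSO vehicle and 100% = reference agonist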
PERK inhibitor – block of dimerizer-induced PERK translation repression, primary screen, PERK inhibitor project, CHO PERK-DD cells, SEAP luminescence, HTS. Eukaryotic translation initiation factor 2-alpha kinase 3 (Homo sapiens), Q9NZJ5. CHO PERK-DD fusion, SEAP luminescence translation reporter. inhibition, % at 5.6 µM. 220,000 compounds, 0.17% hits;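 active = inhibition above the mean inhibition of all tested compounds plus 3 SD, set separately per screening campaign, cut at about 2.9% in these data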;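 note: PERK kinase domain activated by AP20187 dimerizer at 100 nM; 0% = DMSO with dimerizer and 100% = rapamycin at 8.4 µM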
Mdm2 ligase inh – MDM2-luciferase reporter signal enhancers, primary screen, MDM2 E3 ligase inhibitor project, cell-based, luminescence, 1536-well; E3 ubiquitin-protein ligase Mdm2 (Homo sapiens), Q00987; cell-based MDM2 ubiquitination luciferase reporter, 2 h; 0 = plate control, 100 = twice control, blank-subtracted; signal enhancement, % at 5 µM; 210,000 compounds, 0.11% hits; AID 1230, 2008;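 active = signal enhancement of 30% or more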;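 note: luminescence tracks abundance of the self-degrading MDM2-luciferase fusion protein; higher signal means inhibition of MDM2 E3 ligase activity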
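system = mammalian cells stably expressing self-ubiquitinating, self-degrading MDM2 E3–luciferase fusion | quantity = 2000 cells per well seeded | incubation = 4 h cell settling then 2 h compound exposure, 37 °C | signal = SteadyLite luminescence, 15 min reagent step | benchmarks = plate control and blank wells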
An asterisk follows results filed as active; x = not tested or not shown; [ ] = another dose, or the depositor's remark.

mol	Ba/F3 V617F tox	S1P4 antag	NPY2 pot ag	Wee1 degr inh	BaF3 parental	eIF4E 4G PPI	S1P4 ag	PERK inhibitor	Mdm2 ligase inh
O=C(NNC(=O)C(O)(c1ccccc1)c1ccccc1)C1CC1	-2	0	0	-3	7	-1	0.2	0.6	-10
O=C(NC1CCCCC1)NC1CCN(C(=S)NCc2ccco2)CC1	0	-12	6	-3	3	-4[fluorescence artefact?]	-0.5	0.5	-29
C/C(CC(=O)NCc1ccco1)=N\NC(=O)Cc1cccc2ccccc12	-4	5	2	0	0	-11	1.3	0.8	-9
COc1cccc(CNc2ccc(F)c(Cl)c2)c1OC	1	-28	-4	1	7	2	-0.4	-0.5	-15
O=C(N/N=C/C=C/c1ccccc1)c1ccccn1	0	5	10	8.9*	0	-5	2.0	-0.2	-15
CN(CC#CCC(c1ccccc1)c1ccccc1)C(C)(C)C	-3	-7	-8	-1	5	-1[fluorescence artefact?]	0.7	0.6	-11
Cn1c(=O)[nH]c(=O)c2c1nc([N+](=O)[O-])n2Cc1ccccc1	95*	51*	-29	2	77*	5	-0.8	0.7	-5
c1ccc2c(N3CCCCCC3)nc(-c3ccncc3)nc2c1	0	-3	-26	4	5	-2	-1.2	-0.7	-14
O=C(CSc1nc(Cc2ccccc2)nc2ccccc12)c1ccc2c(c1)OCCO2	1	-8	-11	2	8	-38	-0.3	-0.7	-22
O=C1CCC([N+](=O)[O-])C(c2ccccc2Cl)N1 (stereo not drawn)	-1	-3	13	-1	5	11	1.8	1.3	-19
COc1ccc(CN2CCN(S(=O)(=O)c3ccc(C)cc3)CC2)cc1Br	-4	-7	10	-2	3	-7	2.2	0.0	-12
COCc1cc(/C=N\NC(=O)COc2ccccc2)ccc1OC	5	-4	5	0	9	4[fluorescence artefact?]	0.2	-0.2	0
COCCNC(=O)Cn1nc(C(F)(F)F)c(Cl)c1C	1	-14	-1	0	0	-7	1.1	0.3	3
CCC(C)(C)C1CCc2c(sc(NC(=O)c3cccs3)c2C(N)=O)C1 (stereo not drawn)	2	-1	-2	0	6	-2	-0.1	-0.3	x
COc1ccc(-c2cc(C(F)F)n3ncc(C(=O)N4CCc5ccccc5C4)c3n2)cc1	1	7	-40	-1	7	0	1.0	-1.1	-10
Cc1cccc(OCC(=O)O/N=C(\N)Cc2ccc(Cl)cc2)c1	1	7	-33	2	8	2	2.2	-0.3	-6
CC(C)(C)c1cc[n+](/C(C(=S)Nc2ccccc2F)=C(/[O-])c2ccc3c(c2)OCCO3)cc1	0	7	-7	-4	5	-2	0.8	-0.2	-20
CC(=O)c1cccc(NC(=O)CCOc2ccccc2)c1	-1	-18	-4	-2	0	-3[fluorescence artefact?]	1.6	0.5	-1
COC(=O)c1cc(OC)c(OC)cc1NC(=O)c1cccnc1	-6	-10	14	-1	-2	5	-0.1	0.9	-16
Cc1nn(C(C)C(=O)NNC(=S)Nc2ccc(F)cc2)c(C)c1[N+](=O)[O-] (stereo not drawn)	-2	2	-1	-1	7	-6	1.1	0.1	8
CCOc1ccccc1CN1CCN(Cc2ccon2)CC1CCO (stereo not drawn)	-6	4	8	0	-3	0	1.4	-0.2	-9
Cc1csc(NC(=O)CSc2nnc(CCNC(=O)c3ccc(Cl)c(Cl)c3)n2C)n1	-2	2	-8	-2	4	-5[fluorescence artefact?]	-1.1	-1.2	-11
CCC(C)(C)n1nnnc1C(CC(C)C)N1CCC(C(N)=O)CC1 (stereo not drawn)	-3	-5	2	3	-3	-4	-1.0	0.1	4
CS(=O)(=O)N1CCc2ccccc2C1	-1	7	-8	3	1	0	0.3	0.9	-15
FC(F)(F)c1nc(-c2ccncc2)ncc1-c1nnnn1-c1ccccc1	-1	-14	4	1	8	-3[fluorescence artefact?]	1.1	0.2	-31
COCc1[nH]nc2c1C(C1C=CCCC1)C(C#N)=C(N)O2 (stereo not drawn)	2	-9	-24	2	2	-2[fluorescence artefact?]	0.3	0.6	-5
COc1ccc(/C=C/C(=O)c2ccccc2O)cc1CN1CCOCC1	3	-11	-15	2	2	8	-0.1	-2.4	-47
COc1cc(C(=O)NNC2=NC(C)(C)Cc3cc(C)c(C)cc32)cc(OC)c1OC	1	-11	-1	-1	9	1	4.4	-0.4	-7
COc1ccccc1/C=C1/C(=O)N(c2cc(C)cc(C)c2)C(c2cccc([N+](=O)[O-])c2)S1(=O)=O (stereo not drawn)	-2	-11	14	4	7	0	-1.7	0.6	-1
Cc1ccc(NNC(=O)c2ccno2)cc1Cl	4	13	10	-1	2	3	-2.3	-1.4	-4
CCOC(=O)C(Cc1ccccc1)C(=O)Nc1ccc(N(CC)CC)cc1 (stereo not drawn)	-2	-14	8	0	6	1	5.6	-0.3	-10
NC(=O)CCN1CCN(Cc2nc(C(c3ccccc3)c3ccccc3)no2)CC1	0	-3	6	0	5	-1	0.2	1.7	-14
O=C(c1ccc(-c2ccccc2)cc1)C1CCCN(C(=O)Cn2cncn2)C1 (stereo not drawn)	-4	7	-14	0	3	2	-1.6	1.1	1
O=C(CCNc1ccc(F)cc1)c1ccco1	6	-12	-7	-1	4	0	1.7	0.4	20
COc1ccc(/C=N/n2c(-c3n[nH]c4c3CCC4)n[nH]c2=S)c(OC)c1OC	-2	2	0	-3	-4	-2	0.1	-0.1	-5
COCCNC(=O)CS(=O)Cc1nc(-c2ccc(Cl)cc2)oc1C (stereo not drawn)	1	-8	-9	1	1	-2	-1.9	-0.8	-13
Cc1ccc(S(=O)(=O)CCC(=O)OCC(=O)c2c[nH]c3ccccc23)cc1	0	-8	7	1	5	-2	0.2	1.3	2
N/C(=N\OC(=O)CCC1CCCCC1)c1cccc([N+](=O)[O-])c1	-2	4	-9	2	3	-1	0.8	0.6	-12
CC(=O)CC(=O)Nc1ccc(Nc2ccccc2)cc1	1	4	-3	0	1	-3	0.5	0.6	7
CCOC(=O)c1c(CC(C)C)csc1NC(=O)C(C)C	-3	-18	-12	1	1	3	-0.7	0.8	-10
COc1ccc(OC)c(NC(=O)COC(=O)C2CCN(C(=O)c3ccc(Cl)cc3)CC2)c1	1	-8	4	-1	6	0	1.8	0.0	-4
Cn1c(N)c(N2CCCCC2)c(=O)n(CC(=O)Nc2ccc(Cl)c(Cl)c2)c1=O	0	-2	-9	1	4	0	0.6	-0.6	-14
CCc1ccc2nc(NC(=O)c3cc(C)on3)sc2c1	19	-6	4	1	26	2	-0.9	-0.6	-19
CCC(C)(C(=O)NC1CCCCC1)N(C)C(=O)c1ccc2c(c1)OCO2 (stereo not drawn)	-2	-25	0	-2	3	-1	-3.3	-0.1	-5
Cc1ccc(C(=O)NC(=S)Nc2ccc(N3CCOCC3)cc2)cc1	3	-5	7	0	3	-3	2.5	-0.8	-6
COc1ccc(CCNC(=O)c2ccc(CN3CCOCC3)cc2)cc1	-1	-13	1	-1	0	19	0.8	-0.2	-24
COC(=O)c1cnc(SCc2ccc([N+](=O)[O-])cc2)n1C	-1	8	-8	7	0	5	-0.5	0.6	-6
CN(C)c1ncc(C(=O)O)cn1	3	-1	2	-2	9	4[fluorescence artefact?]	-0.9	0.3	-5
COc1cccc(OC)c1C(=O)NC(=S)NCc1ccco1	5	-5	-26	2	7	1	-0.8	0.7	-10
CCC(=O)Oc1oc(-c2ccccc2)nc1C=Nc1ccc(C)cc1	-2	3	9	-2	0	-4	-0.9	1.4	-3

Following part
mol	Ba/F3 V617F tox	S1P4 antag	NPY2 pot ag	Wee1 degr inh	BaF3 parental	eIF4E 4G PPI	S1P4 ag	PERK inhibitor	Mdm2 ligase inh
Cc1ccnc(NC(=O)CS(=O)(=O)Cc2ccccc2)c1	-2	-7	1	1	-1	-1	-0.1	1.2	-33
COc1ccc(C(=O)NCC(=O)NCC(=O)OCC(=O)c2cccs2)cc1	1	-6	-1	-1	7	4	0.3	0.8	-4
COc1ccccc1S(=O)(=O)CC(O)COc1ccc(F)cc1Cl (stereo not drawn)	-1	-17	5	0	4	0	0.9	1.0	6
CCCS(=O)(=O)N1CCN(Cc2c[nH]c3ccccc23)CC1	6	-6	-11	-4	10	1	-1.0	0.0	5
COc1cccc(C2C(C(=O)/C=C/c3ccco3)=C(O)C(=O)N2CCN2CCOCC2)c1 (stereo not drawn)	1	0	-10	-1	3	6	-0.1	0.2	-13
O=C1CS/C(=N/N=C2C3CC4CC(C3)CC2C4)N1	0	1	3	-1	6	-2	0.8	1.1	-9
CCC(C)[C@@H](N)C(=O)N/N=C/c1ccc2ncccc2c1 (stereo partly drawn)	-1	-9	3	-3	-4	-2	1.6	-0.2	-9
COc1ccc(OC)c(/C=N/NC(=O)CC2C(=O)NN=C2C)c1 (stereo not drawn)	-2	-17	3	1	1	4	1.4	0.5	-12
Cc1ccc(-c2nn(-c3ccccc3)cc2C(=O)OCC(=O)Nc2ncc(Cl)cc2Cl)cc1	1	-12	9	-2	7	22[fluorescence artefact?]	1.0	1.9	12
Cn1cccc1/C=N/NC(=O)c1cc(-c2cccs2)nc2ccccc12	-2	-4	-8	0	3	8	1.3	-0.4	-10
Cc1ccc2nc(-c3ccncc3)c(Nc3ccccc3)n2c1	-2	-2	6	-2	-3	9	-1.1	-0.7	-3
O=C1CCc2cc(S(=O)(=O)NCCC(=O)NC3CCN(Cc4ccccc4)CC3)ccc2N1	0	-4	15	3	-1	0[fluorescence artefact?]	1.9	1.0	-8
COc1ccccc1NC(=O)C1=C(C)NC(=O)NC1c1cc(C)cs1 (stereo not drawn)	1	16	10	3	-1	-2	4.2	-0.3	-12
CCCn1c(NC(=O)c2ccc(Br)cc2)nc2ccccc21	-5	-20	6	3	-1	0	0.0	0.9	-12
O=C(NC(Cc1c[nH]c2ccccc12)C(=O)Nc1ccc(OC(F)(F)F)cc1)c1cccs1 (stereo not drawn)	0	-16	13	-1	5	1	3.2	0.9	4
C(=C\c1ccccc1)/C=N/Nc1nncc(-c2ccccc2)n1	1	-26	1	3	2	1[fluorescence artefact?]	1.0	0.6	-10
CC(C)CCN1NC2(CCCC(C)C2)NC1=S (stereo not drawn)	3	-14	11	-3	-3	-4	0.7	0.6	-12
OCc1ccccc1OCCOc1ccc(Cl)c2cccnc12	-2	2	7	-1	5	0	-2.2	-0.8	-7

Screens as filed in PubChem.
